Screens deposited in PubChem BioAssay by The Scripps Research Institute Molecular Screening Center.
GPR151 ag: human GPR151 activation; PathHunter beta-arrestin GPR151 cells, luminescence; Q8TDV0; 1% of 650,000 active; activation, % at 11.2 µM; in the data active = activation above about 4.9%;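 note: 0% = median of compound wells and 100% = cells with positive control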
Target sequence (Q8TDV0 whole entry, looked up): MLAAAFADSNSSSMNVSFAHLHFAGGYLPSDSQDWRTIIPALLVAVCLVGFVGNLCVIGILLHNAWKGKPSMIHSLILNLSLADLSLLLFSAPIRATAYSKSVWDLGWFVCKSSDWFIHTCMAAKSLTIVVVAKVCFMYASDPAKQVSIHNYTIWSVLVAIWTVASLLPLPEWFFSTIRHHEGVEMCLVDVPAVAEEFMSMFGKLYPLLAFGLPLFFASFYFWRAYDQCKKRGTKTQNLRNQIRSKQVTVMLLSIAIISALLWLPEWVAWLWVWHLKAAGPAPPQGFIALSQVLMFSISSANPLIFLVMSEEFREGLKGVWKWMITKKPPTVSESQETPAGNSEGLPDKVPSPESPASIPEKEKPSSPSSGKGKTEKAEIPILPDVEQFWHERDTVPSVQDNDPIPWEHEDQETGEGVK
TEAD-YAP inh: TEAD-YAP interaction inhibition; inhibition, % at 9.12 µM; HEK-TIYL cells, TEAD-Gal4/YAP UAS-luciferase luminescence; 1.4% of 640,000 active; in the data active = inhibition above about 32%;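 note: 0% = median of test compound wells and 100% = reference inhibitor wells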
MITF inh: human MITF inhibition, primary screen; AlphaScreen MITF homodimerization, bead proximity signal; inhibition, % at 2.6 µM; 0.91% of 650,000 active; in the data active = inhibition above about 50%;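 note: 0% = vehicle wells with protein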
FBW7 activator: human FBW7 E3 ligase activation, primary screen; Q969H0; 0.13% of 650,000 active; AlphaScreen FBW7–phospho-cyclin E peptide binding, activator screen; normalized activity (activation), % at 26.1 µM; in the data active = normalized activity above about 1.9%;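 note: purified mutant Fbw7 with reduced substrate affinity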
Target sequence (Q969H0 whole entry, looked up): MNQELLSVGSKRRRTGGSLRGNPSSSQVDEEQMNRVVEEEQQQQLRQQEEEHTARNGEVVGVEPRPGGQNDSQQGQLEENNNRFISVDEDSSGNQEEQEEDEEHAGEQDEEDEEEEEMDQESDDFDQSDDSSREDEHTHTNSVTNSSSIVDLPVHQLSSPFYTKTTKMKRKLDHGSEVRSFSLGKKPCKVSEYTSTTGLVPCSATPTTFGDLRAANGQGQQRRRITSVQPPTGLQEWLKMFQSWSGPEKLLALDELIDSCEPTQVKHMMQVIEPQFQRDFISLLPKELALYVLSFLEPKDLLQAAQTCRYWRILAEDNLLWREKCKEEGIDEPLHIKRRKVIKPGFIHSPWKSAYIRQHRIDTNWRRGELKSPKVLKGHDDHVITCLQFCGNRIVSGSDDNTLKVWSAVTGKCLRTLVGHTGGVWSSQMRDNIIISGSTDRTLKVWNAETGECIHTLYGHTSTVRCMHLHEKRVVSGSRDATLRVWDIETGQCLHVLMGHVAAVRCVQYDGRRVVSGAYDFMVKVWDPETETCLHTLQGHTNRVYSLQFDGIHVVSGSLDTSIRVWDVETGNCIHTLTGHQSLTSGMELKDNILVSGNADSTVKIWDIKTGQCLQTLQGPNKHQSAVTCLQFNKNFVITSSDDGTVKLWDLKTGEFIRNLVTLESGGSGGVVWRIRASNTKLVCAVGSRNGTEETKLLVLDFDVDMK
* hit, by the source's call; . = no result given. Random draw from the library; 3.4% or so of the library scored in one or more.

SMILES	GPR151 ag	TEAD-YAP inh	MITF inh	FBW7 activator
CCOc1ccc(N2C(=O)NC(=O)C2=O)cc1OCC	-1.5	-8.5	4.1	-0.1
CC(C)=C(NC(=O)c1ccccc1)C(=O)Nc1cccc(C(=O)O)c1	0.8	2.8	-6.2	-0.1
CCCc1nn(CC(=O)N2C(C)CCCC2C)c(=O)c2cc3ccsc3n12 (stereo not given)	0.1	-12.7	8.5	0.2
O=C(CN(C(=O)CCC(=O)Nc1nccs1)c1ccccc1F)NCc1ccco1	-0.1	1.5	8.7	-0.1
Cc1cc(C)cc(N2C(=O)CSC2c2ccc([N+](=O)[O-])cc2)c1 (stereo not given)	-0.2	-0.9	-7.9	-0.1
CCOC(=O)N1CCc2c(sc(NC(=O)c3ccc(S(=O)(=O)N(CCOC)CCOC)cc3)c2C(N)=O)C1	1.7	-4.4	-5.9	0.0
CN1C(=O)C(C2C(=O)NC(=O)NC2=O)(C2C(=O)NC(=O)NC2=O)c2ccccc21	0.6	1.9	7.0	-0.1
CCOc1ccc(NC(=O)c2ccc(SCC(=O)O)c(S(=O)(=O)N3CCOCC3)c2)cc1	-0.6	9.9	-18.4	0.0
COC(=O)C1=CN(Cc2ccc(OC)c(OC)c2)C=C(C(=O)OC)C1c1ccccc1Cl	-0.3	-10.4	-10.9	0.4
CC(C)CC(=O)NCC1CCC2(CCN(Cc3ccccc3F)CC2)O1 (stereo not given)	4.9	-3.4	-8.8	-0.1
Cc1cccc2cc(CN(CCN3CCOCC3)C(=O)NCc3ccccc3)c(=O)[nH]c12	-0.3	-8.8	-11.2	0.1
O=C(O)c1ccc2c(c1)C(=O)N(CCC1=CCCCC1)C2=O	-1.2	1.2	3.8	-0.2
CCOc1ccc(-n2cc(C(=O)NCc3ccc(F)cc3)c3cc(OC)c(OC)cc3c2=O)cc1	-1.1	0.2	-8.3	0.1
O=C(O)CCC/C=C/C[C@@H]1[C@@H](/C=C/[C@@H](O)COc2cccc(C(F)(F)F)c2)[C@H](O)C[C@@H]1O	5.1*	.	2.0	.
Cc1ccc(S(=O)(=O)NC(=O)Nc2ncc(C(F)(F)F)cc2C(F)(F)F)cc1	3.0	-4.3	-2.7	-0.1
O=C(Nc1ccc(N2CCOCC2)cc1)c1cncc(-c2ccc(N3CCOCC3)nc2)c1	-0.3	-9.3	8.3	-0.2
CC(=O)Nc1ccc(C(=O)N2CCN(CCn3cccn3)CC2)cc1	0.1	5.4	-1.4	-0.1
CC[C@H](C)[C@@H]1NC(=O)[C@@H]2C[C@H](NC(=O)Nc3cccc(SC)c3)CN2C1=O	0.6	3.4	4.7	0.0
CCOC(=O)CNC(=O)N1CC(C)Oc2ccc(C)cc21 (stereo not given)	-1.1	-1.0	-10.4	-0.1
O=C(C1Cc2ccccc2O1)N1CCC[C@@H]2CN(Cc3cccs3)CC[C@H]21 (stereo not given in full)	1.2	-1.6	7.0	0.0
CSc1ncccc1C(=O)OCC(=O)c1cc(C)n(CC2CCCO2)c1C (stereo not given)	-5.2	-25.7	18.4	0.0
CCOC(=O)N1CCN(C(=S)Nc2cc(OC)ccc2OC)CC1	5.2*	6.7	10.0	-0.1
Cn1c2c(c(=O)n(C)c1=O)C(c1cc3c(cc1Br)OCO3)CC(=O)N2 (stereo not given)	0.2	3.3	6.8	0.1
CCN(CC)CCN(CC)Cc1cccc(F)c1	-0.8	9.3	-0.4	0.0
Brc1ccc(OCCOc2cccc(/C=N/n3cnnc3)c2)cc1	1.3	-56.5	10.3	0.1

Remaining list, next part
SMILES	GPR151 ag	TEAD-YAP inh	MITF inh	FBW7 activator
C[C@@H]1CN(C(=O)C2CC23CCN(C(=O)CC2=CCCCC2)CC3)C[C@H](C)O1 (stereo not given in full)	0.7	1.5	10.0	0.3
O=C(c1ccccc1[N+](=O)[O-])N1CCN(S(=O)(=O)c2ccc(F)cc2)CC1	-0.4	-11.1	-9.3	0.1
CNC(=S)N/N=C/c1c(C)nn(-c2cccc(Cl)c2)c1Cl	-2.4	7.0	9.8	-0.1
COc1ccccc1C1CC(c2ccc(NS(C)(=O)=O)cc2)=NN1S(C)(=O)=O (stereo not given)	2.3	4.2	-4.0	-0.1
COc1ccc(C(c2c(O)nc[nH]c2=O)c2c(O)nc[nH]c2=O)cc1	0.1	11.5	-64.7	0.0
NS(=O)(=O)c1ccc(CCNc2ncnc3c2c(-c2ccccc2)cn3-c2ccc(Cl)cc2)cc1	0.0	3.1	11.0	0.0
COc1ccccc1CNCc1c(C(=O)O)c(C)n(Cc2c(F)cccc2Cl)c1C	0.9	5.1	5.4	-0.2
Cc1ncc2c(c1CNC(=O)Cc1cccs1)CCN(C(=O)CCc1ccccc1)C2	-1.1	1.8	-17.3	0.1
Cc1ccc(NS(=O)(=O)c2cccc(C(F)(F)F)c2)cc1C	-1.2	2.6	-2.9	0.0
COc1ccc(OC)c(NC(=O)C(C)N2C(=O)c3cccc4cccc2c34)c1 (stereo not given)	0.3	2.4	6.2	0.7
COc1ccc(C2CC(C(=O)N3CCCCC3C)N(C)S(=O)(=O)N2)cc1 (stereo not given)	-0.5	-2.1	4.3	0.9
CC(C)(CNC(=O)c1cc(Br)ccc1Cl)N1CCOCC1	-0.4	8.0	-4.6	-0.2
Cc1cc(C)cc(N(CC(=O)NCCC(C)C)C(=O)CCC(=O)Nc2nccs2)c1	0.7	-0.7	2.7	0.4
COc1ccc(CC(=O)NC(=S)Nc2cccnc2Cl)cc1	0.8	0.6	-5.3	-0.1
Cc1ncc(S(=O)(=O)c2cccc(C(F)(F)F)c2)c(-c2ccncc2)n1	-1.4	13.0	0.0	0.1
O=C(c1ncoc1-c1ccc(F)cc1)N1CCN2CCCCC2C1 (stereo not given)	0.3	-2.8	8.6	0.7
Cc1ccc(OCCOCCN2CCN(C)CC2)cc1C	0.9	-2.8	39.0	-0.1
Cc1nc2cc(NC(=O)Cn3ccc4ccccc43)ccc2s1	1.9	-17.7	-0.7	-0.1
C=CCNC(=O)C(C)Oc1ccc(Cl)cc1C (stereo not given)	0.4	-6.8	1.2	-0.3
O=C1CCCN1CCCNc1ccnc(N2CCN(Cc3ccc4c(c3)OCO4)CC2)n1	-1.0	-3.2	-2.4	-0.2
O=C(Nc1nc(=O)c2ccccc2s1)c1ccccc1	-0.3	-12.0	-2.4	-0.1
CCC(C)NC(=O)CN1C(=O)NC(C)(c2cccc3ccccc23)C1=O (stereo not given)	1.2	4.3	-3.1	-0.1
O=C(CSc1ncnc2c1oc1ccccc12)Nc1ccccc1	2.1	-2.8	2.2	0.2
Cn1c(=O)[nH]c(=O)c2c1ncn2CC(O)CO (stereo not given)	0.5	2.8	2.1	-0.1
Cn1c(=O)[nH]c2nnc(-c3ccc(F)cc3)nc2c1=O	-12.3	-40.2	0.4	0.0

In a second layout: 3 of the compounds above.
Cc1ccc(NS(=O)(=O)c2cccc(C(F)(F)F)c2)cc1C
- GPR151 ag = -1.2
- TEAD-YAP inh = 2.6
- MITF inh = -2.9
- FBW7 activator = 0.0

COc1ccc(OC)c(NC(=O)C(C)N2C(=O)c3cccc4cccc2c34)c1 (stereo not given)
- GPR151 ag = 0.3
- TEAD-YAP inh = 2.4
- MITF inh = 6.2
- FBW7 activator = 0.7

COc1ccc(C2CC(C(=O)N3CCCCC3C)N(C)S(=O)(=O)N2)cc1 (stereo not given)
- GPR151 ag = -0.5
- TEAD-YAP inh = -2.1
- MITF inh = 4.3
- FBW7 activator = 0.9

The listing picks up, repeating the two entries before the break.
SMILES	GPR151 ag	TEAD-YAP inh	MITF inh	FBW7 activator
Cn1c(=O)[nH]c(=O)c2c1ncn2CC(O)CO (stereo not given)	0.5	2.8	2.1	-0.1
Cn1c(=O)[nH]c2nnc(-c3ccc(F)cc3)nc2c1=O	-12.3	-40.2	0.4	0.0
CC(=O)N1CN(C2CCS(=O)(=O)C2)Cc2c1sc1c2CCCC1 (stereo not given)	1.1	11.2	14.2	0.0
CC1CC(C)CN(C2CCN(S(=O)(=O)c3ccc(Cl)cc3)CC2)C1 (stereo not given)	0.9	-10.6	26.5	0.8
CC(C)C(=O)NNC(=O)CSc1nnc(-c2ccc(O)cc2)o1	-0.2	7.3	1.1	-0.1
COc1ccc(N(CC(=O)NCc2ccccc2C)S(C)(=O)=O)c(OC)c1	2.6	-4.5	4.0	-0.1
CCOCCCNC(=O)NC1CCN(c2nc3ccccc3s2)CC1	5.4*	9.5	-5.8	-0.1
CC1=C(C(=O)Nc2ccccc2)C(c2ccco2)C(C#N)=C(SCC(=O)Nc2nccs2)N1 (stereo not given)	-0.2	4.0	-4.2	0.0
CN(Cc1ccco1)C1CCC(=O)N(Cc2ccc(F)cc2F)CC1 (stereo not given)	0.0	-4.0	12.6	0.1
C=CCNCC(=O)Nc1sc2c(c1C(=O)OCC)CCCC2=O	0.4	9.1	-17.9	0.0
COc1ccc(Nc2cc(C(=O)O)c3ccccc3n2)c(OC)c1	0.2	0.7	7.7	0.0
O=C1c2ccccc2C(Cl)N1c1ccccn1 (stereo not given)	-4.9	-31.8	-5.8	-0.7
COc1ccc(C(=O)Nc2ccccc2C(=O)NC(CCSC)C(=O)Nc2c(C)n(C)n(-c3ccccc3)c2=O)cc1 (stereo not given)	0.9	9.2	3.3	0.0
CCc1nn(-c2ccccc2)c2nc(-c3ccc(O)c(OC)c3)c3cc(OC)c(OC)cc3c12	-0.9	-1.9	-20.0	-0.1
O=C(Nc1nnc(-c2ccncc2)s1)c1csc2c1CCCC2	0.5	6.7	4.4	0.1
c1csc(CNc2ncnc3nc[nH]c23)c1	1.5	5.5	0.3	0.0
NN1CC(=O)N(c2cccc(C(F)(F)F)c2)CC1=O	0.8	3.1	7.5	-0.4
Cc1cnc(=O)[nH]c1SCC(=O)Nc1nccs1	0.2	1.3	-9.1	0.0
COc1cc(C=O)cc(Cl)c1OC(C)=O	0.4	-7.5	-6.5	0.1
O=C(O)c1cc(S(=O)(=O)N2CCCC2)c(Cl)cc1Cl	1.1	-10.1	0.7	0.0
Cn1c2c(c(=O)[nH]c1=O)C(NC(=O)c1ccccc1)(C(F)(F)F)C(=O)N2 (stereo not given)	0.1	5.7	2.3	0.7
CC(C)COP(=O)(OCC(C)C)C(O)c1ccccc1F (stereo not given)	-0.3	2.6	-0.4	-0.1
CN(CC#CC(C)(C)O)Cc1ccccc1	1.0	-3.1	1.7	0.1
O=c1[nH]c2ncc(-c3cccc4ncccc34)nc2n1CCCN1CCOCC1	0.6	2.0	-14.5	-0.5
CC(C)N(C(=O)Cn1cc(SCC(=O)NCc2ccco2)c2ccccc21)C(C)C	-2.8	4.9	-0.4	-0.3
Cc1oc(C(C)(C)C)cc1C(=O)N1CCCC1C(=O)O (stereo not given)	-1.1	3.0	22.4	0.5
O=C(c1ccc(CSc2nc3ccccc3[nH]2)cc1)N1N=CCC1(O)C(F)(F)F (stereo not given)	0.1	-2.6	12.7	0.3

The list continues:
SMILES	GPR151 ag	TEAD-YAP inh	MITF inh	FBW7 activator
CCOc1ccc(NC(=O)C2CCCN(S(=O)(=O)c3cccc4cccnc34)C2)cc1 (stereo not given)	0.4	13.1	-6.0	-0.1
CC1(C)Cc2ccccc2C(=NC(Cc2ccccc2)C(=O)O)N1 (stereo not given)	-0.2	-7.8	2.1	0.1
Cc1cc(NC(=O)c2cc3c(=O)n4ccccc4nc3n2C)ccc1Br	-1.0	-8.3	-12.9	0.0
O=C(O)C1CCCCC1C(=O)NCCc1ccc(F)cc1 (stereo not given)	-0.1	6.1	0.9	0.0
COc1ccccc1N(CC(=O)NC(C)(C)C)C(=O)c1ccc(Cl)nc1	2.5	-6.5	29.2	0.1
CCN1C(=O)Cc2cc(NS(=O)(=O)c3ccc(OC)c(Cl)c3)ccc21	0.9	14.4	-4.1	-0.1
CCOc1ccc(-n2c(C)cc(/C=N/NC(=O)c3ccc(N)cc3)c2C)cc1	0.5	-24.4	8.4	-0.1
Cc1cc(NC(=O)c2cnn3c(C(F)(F)F)cc(-c4ccccc4)nc23)no1	2.7	5.9	2.4	-0.3
CC(C)(C)c1[nH]nc2c1C(c1cccc(F)c1)C(C#N)=C(N)O2 (stereo not given)	-0.2	11.7	0.6	-0.1
COc1cccc(/C=N/NC(=O)CNc2ccc(F)cc2)c1	1.7	-3.4	8.0	0.1
COc1ccccc1-c1c(C(F)(F)F)oc2cc(OC(=O)c3ccco3)ccc2c1=O	0.2	-9.2	-18.1	0.0
COc1cccc(/C=C2/NC(=O)N(Cc3ccc(F)cc3)C2=O)c1OC(C)C	2.0	8.5	-3.6	0.1
CNS(=O)(=O)c1cccc(C(=O)OCC(=O)Nc2sc3c(c2C#N)CCCC3)c1	-1.1	-4.0	3.4	-0.1
COc1ccccc1/C=C/C=N/n1c(-c2cccnc2)n[nH]c1=S	1.4	4.8	9.9	0.0
COc1cccc(NC(=O)C(=O)N/N=C/c2ccc(C)c(C)c2)c1	-2.0	-39.6	21.4	0.2
O=C(c1ccc(Br)o1)N1CCN(c2ccc(F)cc2)CC1	0.3	5.0	-9.2	0.0
COc1ccc(Cl)cc1C(=O)Nc1ccccc1I	0.9	3.2	6.5	0.1
CSc1ccc(S(=O)(=O)N(CC(=O)O)c2ccc(C)cc2)cc1	5.8*	5.5	18.7	0.8
CCCCc1ccc(C(=O)Nc2nc3ccc(C)cc3s2)cc1	-0.4	-6.5	-2.0	-0.1
COC(=O)c1c(-c2cccc(C)c2)csc1NC(=O)C1CCCCC1C(=O)O (stereo not given)	1.4	-53.0	-5.9	0.3
O=C1NN(c2ccccc2)C(=O)/C1=C\c1ccc(Cl)cc1	2.3	-14.3	-1.7	-0.1
CC(=O)N1CCC(N(C2CC2)S(=O)(=O)c2cccc(C(F)(F)F)c2)CC1	-0.3	13.4	6.3	0.0
